HER2 expr 66K: lowers expression of human Her2 kinase | HER2 level % of control, % at 10 µM | P04626 | SKBR-3 HER2 protein level, AlphaScreen, 18-24 h; hits give low values | actives 0.69% (n = 65,000);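 active = HER2 level under 5% of the carrier-only control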;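 also: 100% = DMSO carrier and 0% = 500 nM PU-H71 HSP90 inhibitor; lower value means stronger loss of Her2 protein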
HTR1E antagonist: 5-HT1E (human) receptor antagonism; inhibition, % at 6 µM; actives 0.99% (n = 65,000); CHO 5-HT1E Ga15 NFAT-bla reporter, FRET, antagonist;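 active = inhibition above a set limit, the mean inhibition across every tested compound plus 3 SD, cut at about 29% in these data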;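 also: signal is the 460 over 535 nm emission ratio of beta-lactamase substrate; 0% = agonist plus DMSO wells and 100% = wells without agonist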
MMP13 inh: MMP13 (human) collagenase inhibition | AID 570 | P45452 | MMP-13 fTHP FRET cleavage, Mca fluorescence | inhibition, % at 4 µM | actives 0.07% (n = 65,000);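 active = inhibition above the mean of compound-free control plate wells plus 3 SD, cut at about 14% in these data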;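 also: 0% = DMSO wells and 100% = wells with reference MMP-13 inhibitor after basal subtraction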
5-HT1A blocker: antagonists of human 5-HT1a serotonin receptor; CHO 5-HT1a Ga15 NFAT-bla reporter, antagonist mode; P08908; AID 612; inhibition, % at 10 µM; actives 0.68% (n = 62,000);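 active = inhibition above the mean of all tested compounds plus 3 SD, cut at about 43% in these data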;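 also: receptor stimulated by 5-CT agonist at 100 nM near EC80; beta-lactamase reporter measured by ratiometric fluorescence of a cleavable substrate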
Target sequence (P08908 whole entry, looked up): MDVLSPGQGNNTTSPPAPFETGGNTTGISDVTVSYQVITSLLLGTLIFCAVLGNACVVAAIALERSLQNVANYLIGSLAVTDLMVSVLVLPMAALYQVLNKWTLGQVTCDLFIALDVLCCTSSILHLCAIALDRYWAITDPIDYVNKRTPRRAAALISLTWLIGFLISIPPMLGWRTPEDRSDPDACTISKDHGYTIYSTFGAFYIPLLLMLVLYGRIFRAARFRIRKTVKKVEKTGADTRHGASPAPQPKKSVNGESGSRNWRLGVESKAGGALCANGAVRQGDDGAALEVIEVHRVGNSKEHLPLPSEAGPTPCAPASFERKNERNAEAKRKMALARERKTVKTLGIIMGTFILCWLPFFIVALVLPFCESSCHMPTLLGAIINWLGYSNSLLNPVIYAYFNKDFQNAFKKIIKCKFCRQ
S1P1 ag-PAM: S1P1 (human) agonism or agonism potentiation; P21453; S1P1 CRE-bla cells, forskolin, beta-lactamase FRET, potentiator mode; S1P1 agonist co-added at EC20, 2 nM; 100% = saturating reference agonist, 0% = basal; activation, % at 9.5 µM; actives 0.57% (n = 56,000); AID 449;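 active = activation above a cutoff set at the mean activation of all tested compounds plus 3 SD, cut at about 54% in these data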;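 also: forskolin at 4 µM as EC80 and the EC20 agonist is SEW2871; 100% = SEW2871 at its EC100 plus forskolin at EC80; some compounds past the cut are filed as inactive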
Target sequence (P21453 whole entry, looked up): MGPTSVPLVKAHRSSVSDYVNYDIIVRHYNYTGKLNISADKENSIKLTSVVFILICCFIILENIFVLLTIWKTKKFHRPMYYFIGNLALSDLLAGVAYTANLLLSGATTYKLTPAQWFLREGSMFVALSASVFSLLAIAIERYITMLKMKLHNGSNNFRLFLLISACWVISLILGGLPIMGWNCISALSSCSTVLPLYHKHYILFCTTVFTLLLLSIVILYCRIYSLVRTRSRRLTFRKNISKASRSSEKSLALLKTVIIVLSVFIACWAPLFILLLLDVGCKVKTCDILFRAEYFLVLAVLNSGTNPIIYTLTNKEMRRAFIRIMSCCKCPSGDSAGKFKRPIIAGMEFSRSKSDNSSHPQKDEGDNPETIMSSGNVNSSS
HTR1E agonist: activates the human 5-HT1E serotonin receptor; AID 574; CHO 5-HT1E Ga15 NFAT-bla reporter, FRET; 0% DMSO wells, 100% control agonist wells; actives 0.69% (n = 65,000); activation, % at 6 µM; P28566;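 active = activation above a set limit, the screen-wide mean activation plus 3 SD, cut at about 8.5% in these data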;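 also: 100% = positive control agonist at 1 µM giving full maximal response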
S1P3 ag: activates the human S1P3 receptor. Q99500. AID 373. actives 0.1% (n = 60,000). activation, % at 4.5 µM. S1P3 NFAT-BLA reporter cells, agonism, FRET ratio; relative to 1 µM S1P, basal subtracted;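 active = activation above the screen-wide mean plus 3 SD, cut at about 4.5% in these data, passing the limit was not always enough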; also: some compounds called inactive have numbers as strong as hits
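Measure – % activation relative to 1 µM S1P (100%), per plate · System – stable CHO line with human S1P3, Gα16, NFAT-BLA reporter · Timing – cells plated overnight, compound 4 h 37 °C, substrate 2 h RT · Technique – fluorescent BLA substrate, ex 405 nm, em 460/535 nm ratio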
Fluor 339 460: intrinsic fluorescence of library compounds, ex339/em460 – biochemical, MLSMR library, data from DPM-DC assay, artefact control, profiling panel; compound autofluorescence, ex339/em460 nm, NADH buffer; hits give high values; 1 = no-compound wells, NADH background; actives 5.5% (n = 65,000); fluorescence fold increase at 10 µM;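 active = at 10 µM, mean starting fluorescence two-fold or more over control wells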;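 also: signal is the first read of a kinetic run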
Abs 340nm: absorbance at 340 nm. 65,000 tested, under 10 active. fold change at 10 µM. AID 708. compound absorbance at 340 nm, fold over control;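 active = at 10 µM dose, initial 340 nm absorbance at least 2 fold that of control wells; inactive = change under 2 fold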;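 also: initial absorbance extrapolated from kinetic A340 decline of NADH oxidation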
An asterisk follows results filed as active; nt = no result given; [ ] = dose if it differs, or a comment. Compounds were not picked by outcome. Share with any hit: about 8.5%.

HER2 expr 66K,HTR1E antagonist,MMP13 inh,5-HT1A blocker,S1P1 ag-PAM,HTR1E agonist,S1P3 ag,Fluor 339 460,Abs 340nm,Compound
109,5,4,-4,-8,0.1,-0.1,1,1,Brc1ccc(-c2nnc3sc(CNCc4ccc5c(c4)OCO5)cn23)cc1
105,6,0,-9,-28,-0.3,-0.5,1.1,1.1,CCC(=O)c1cccc2c1N=CC1=C(CC(C)(C)CC1=O)N2
111,-5,0,-6,8,1.0,-1.3,1.1,1,O=C(NC1CCCCC1)/C(=N\O)c1ccccn1
94,-13,-3,-10,0,0.3,-0.8,1.2,1,Cc1nc2ccc(NC(=O)Cn3cnc4c3c(=O)n(C)c(=O)n4C)cc2s1
93,8,3,8,-22,-0.4,-1.4,1.1,0.97,Cn1c(SCC(=O)Nc2ccc(F)cc2)nnc1-c1cccnc1
84,11,8,-2,5,-0.1,-1.2,1.1,1,Cc1ccc(C(CC(=O)N2CCOCC2)c2ccco2)cc1 (configuration not stated)
105,3,0,2,3,0.6,-1.0,1.3,1.1,COC(=O)c1ccc(CSc2nc3c(c(=O)n2-c2ccccc2)SCC3)o1
126,1,1,2,7,-0.8,-0.2,1.1,1.1,COCCOC(=O)C1=C(C)N=C2SCCC(=O)N2C1/C=C/c1ccccc1 (configuration not stated)
106,-9,2,-1,-8,1.7,-0.7,1.1,1.1,CC1(C)CC2CC(C)(CN2C(=O)CN2C(=O)c3ccccc3C2=O)C1 (configuration not stated)
96,-10,-118[fluorescence artefact?],4,0,0.2,-0.5,4.7*,1.1,COCCCNC(=O)CCC(=O)Nc1ccc2nc(N3CCOCC3)cc(C)c2c1
67,2,4,-11,8,-0.5,1.1,1.1,0.99,CCOC(=O)N1CCN(C(=O)C2CCC(=O)N2C(C)C)CC1 (configuration not stated)
84,-3,0,-4,3,-0.5,0.1,1.1,0.99,Cc1cccc(OCC(=O)N2CCC(c3ccccc3)C2)c1 (configuration not stated)
67,15,-10,36,3,-1.9,-1.4,1.1,1,COc1ccc(-c2nc3scc(-c4ccccc4)n3n2)cc1
127,-4,-6,-10,-23,-0.7,1.1,1.1,1,c1ccc(NCCCNc2ccccc2)cc1
112,-5,4,4,-4,0.7,-1.0,1.1,1,COC(=O)c1ccccc1NC(=O)c1ccc2c(c1)OCCO2
79,5,3,-2,0,-0.2,-0.7,1.1,1,c1ccc(CNc2ncnc3nc[nH]c23)nc1
53,-4,0,0,8,0.8,-0.7,1,0.98,COc1ccc(S(=O)(=O)Cc2ccc(C(=O)N3CCN(c4ccccc4)CC3)o2)cc1
102,-3,2,nt,21,-0.8,-2.3,1.2,1,CCc1cc(=O)oc2cc(C)c(CN3CCCC(C)C3)c(O)c12 (configuration not stated)
82,-8,4,16,-15,0.1,-0.3,1.1,1,CCc1cccc(NC2c3ccccc3C(=O)N2c2ccc(C)cn2)c1 (configuration not stated)
162,0,0,-5,0,-1.2,-0.2,1.1,0.99,COCc1cc(C)nc(SCC(=O)Nc2ccccc2C)c1C#N
74,-12,-23,-11,-6,0.0,0.6,1.4,0.98,COc1ccc(S(=O)(=O)n2ccnc2)c2cccnc12
78,0,2,-6,6,-0.4,-2.0,1,1.1,O=S(=O)(Nc1cccnc1)c1cc(Cl)ccc1Cl
99,-3,2,-14,-15,0.4,-0.5,1.1,1,C=CCOc1ccc(/C=C/C(C)=N\O)cc1
79,-3,-6,3,-16,0.5,0.0,0.97,0.98,CCOC(=O)c1cc(-c2nnc(-c3ccc(Cl)cc3)o2)c(C)nc1C
128,-4,0,6,6,0.5,-0.1,1.2,1.1,O=C(Cn1nc(Cl)nc1Cl)c1ccc2c(c1)OCCO2
93,-8,6,-4,nt,-0.6,nt,0.97,1,COCCNC(=O)CSc1nc2ccccc2c(=O)n1CCCC(=O)NCc1ccccc1
101,-8,0,-5,-18,-0.7,0.2,0.99,0.98,CC(C)(C)NC(=O)C(c1ccncc1)N(C(=O)CNC(=O)c1ccco1)c1ccc2c(c1)OCO2 (configuration not stated)
98,14,3,2,-10,-0.7,-0.9,0.99,1.2,CC1(C)CC(=O)C2=C(C1)Nc1ccccc1NC2c1ccccn1 (configuration not stated)
111,-4,-3,22,0,0.6,-0.1,1.1,1,CC1CCCCC1NC(=O)Cn1c(CN2CCCCC2)nc2ccccc2c1=O (configuration not stated)
119,25,0,31,20,-0.5,-1.0,1.8,1,O=C(CN1C(=O)c2cccc3cccc1c23)Nc1ccccc1C(=O)NCc1ccco1
116,6,2,3,1,3.0,-0.9,1.1,1,OCCN(CCO)CC(O)Cn1c2ccccc2c2ccccc21 (configuration not stated)
107,-5,3,-10,-12,0.0,0.1,1.1,0.98,CCOC(=O)Cc1csc(NC(=O)CSc2nc3cccnc3n2CC)n1
91,2,3,-5,21,-0.8,-0.8,1.1,1,O=C(Nc1cc(C(=O)N2CCOCC2)cc(C(=O)N2CCOCC2)c1)c1cc(F)c(F)cc1Cl
95,-1,-6,-7,-14,-0.1,1.2,1.1,1,CCCCNC(=O)CC(=O)Nc1ccccc1C(=O)O
95,-2,2,5,nt,-1.2,0.2,1.1,1,O=C(O)c1cccc(NC(=O)C2CC(=O)N(Cc3ccccc3)C2)c1 (configuration not stated)
77,0,3,-4,-8,1.6,-0.3,1.1,1,CCOc1ccc(OCC)c(NC(=O)CC2Oc3ccccc3NC2=O)c1 (configuration not stated)
97,-6,0,1,-12,-0.2,-1.4,1,0.99,CC1CCC(NC(=O)C2(C)CCC(=O)N2Cc2cccnc2)CC1 (configuration not stated)
121,20,0,8,17,-0.7,-0.1,1.1,0.98,CCC(C)NC(=O)C1CC(c2ccc(OC)cc2)=NO1 (configuration not stated)
55,5,-2,-1,-1,0.2,0.3,1.1,1,CCC(=O)N1CCN(c2ccccc2NC(=O)c2cccc(C)c2)CC1
77,-6,-6,nt,10,0.0,-4.3,1.2,1.1,COc1ccccc1N(Cc1cc2cccc(C)c2[nH]c1=O)C(=O)C(C)C

Structures above marked active in Fluor 339 460.
HER2 expr 66K,HTR1E antagonist,MMP13 inh,5-HT1A blocker,S1P1 ag-PAM,HTR1E agonist,S1P3 ag,Fluor 339 460,Abs 340nm,Compound
96,-10,-118[fluorescence artefact?],4,0,0.2,-0.5,4.7*,1.1,COCCCNC(=O)CCC(=O)Nc1ccc2nc(N3CCOCC3)cc(C)c2c1

Copied from the list.
S1P3 ag, `OCCN(CCO)CC(O)Cn1c2ccccc2c2ccccc21` (configuration not stated) stands at -0.9
HER2 expr 66K, `CCOc1ccc(OCC)c(NC(=O)CC2Oc3ccccc3NC2=O)c1` (configuration not stated) stands at 77
5-HT1A blocker, `O=S(=O)(Nc1cccnc1)c1cc(Cl)ccc1Cl` stands at -6

The results go on.
HER2 expr 66K,HTR1E antagonist,MMP13 inh,5-HT1A blocker,S1P1 ag-PAM,HTR1E agonist,S1P3 ag,Fluor 339 460,Abs 340nm,Compound
106,30*,-173[fluorescence artefact?],-8,-13,1.0,-0.9,2.1*,1.1,COC(=O)c1cnn2c(C)c(Cc3cccc(F)c3)c(C)nc12
87,3,-5,8,17,-0.9,-1.0,1.2,1,Fc1ccc(-c2noc(C3CCN(Cc4cccnc4)CC3)n2)cc1
113,8,-3,-16,88*,-0.7,-1.0,1.1,1,Fc1ccccc1COc1ccc(/C=N/n2cnnc2)cc1
81,4,15*,-18,-6,-0.5,-0.8,1,0.96,COc1nc(N)nc(N2CCOCC2)n1
83,6,2,-6,nt,0.2,-0.9,1,0.98,COc1ccc(S(=O)(=O)Nc2ccc(F)c(Cl)c2)cc1OC
101,-1,3,0,nt,0.1,nt,1.1,1.1,O=C(NCCc1ccccc1)C1CCN(S(=O)(=O)c2cccc3nonc23)CC1
107,-1,-18,-5,-1,1.0,-1.0,1.5,1,O=c1c2[nH]c3ccccc3c2ncn1Cc1ccccn1
94,0,-1,-8,-28,0.7,0.4,1.1,1,O=C(c1ccc(NS(=O)(=O)c2cccc3cccnc23)cc1)N1CCOCC1
136,-2,6,3,nt,-0.1,-1.7,1.1,0.98,CCCCOc1ccc(Cl)cc1CSc1nnc(CC)n1N
79,-7,-3,12,nt,-0.2,nt,1.1,1.1,CN=C1SC(CC(=O)Nc2sc3c(c2C#N)CCCC3)C(=O)N1C (configuration not stated)
121,3,0,-17,nt,0.0,nt,1.1,1,COCCNC(=O)C(OC(=O)CC1Sc2ccccc2NC1=O)c1ccncc1 (configuration not stated)
88,8,-2,20,75,0.6,-1.2,1.1,0.9,Cc1cccc(OCCCCc2c(C)n[nH]c2C)c1
98,9,0,nt,-2,0.3,-1.4,1,1,CC(=O)OCC(=O)[C@H]1CC[C@H]2[C@@H]3CCC4=CC(=O)CC[C@]4(C)[C@H]3CC[C@]12C
107,-3,-7,6,-3,-0.1,-1.1,1.1,1.1,COc1cccc2cc(C(=O)N3CCN(C(=O)c4ccco4)CC3)c(=O)oc12
94,-1,-20,nt,-4,-0.8,-1.6,1.1,1,O=C(N(c1ccccc1)c1ccccc1)n1ccnc1
110,2,-9,nt,15,-1.1,-4.5,1.1,1,Cc1cc(C)nc(N(C#N)S(=O)(=O)c2ccccc2Cl)n1
76,-1,-70[fluorescence artefact?],5,-7,0.1,-0.5,1.6,1.1,CN1CCc2c(sc(/N=C/c3ccco3)c2C(N)=O)C1
99,-3,-2,-18,3,-0.2,0.5,1.1,1.1,O=c1cc(CSc2ccc(Cl)cc2)nc(N2CCCCC2)[nH]1
156,5,1,-5,nt,-0.8,nt,1.1,1.1,CC1CCCCN1C(=O)Cc1ccc(F)cc1 (configuration not stated)
67,4,0,12,-5,0.8,0.0,1.1,1,CC(=O)c1c(N)c(C#N)c(C)n1-c1ccc(Br)cc1
113,6,-10,0,-4,17*,0.2,1.5,1,CCN1CCN(c2ncc(C(=O)Nc3ccccc3C(=O)OC)c3ccccc23)CC1
111,-2,3,-5,-1,-0.1,0.3,1.1,1.1,Cn1c(SCC(=O)C(C)(C)C)nnc1-c1cccnc1
134,0,-8,1,-204,-1.9,0.9,1.1,1,CCc1ccccc1N(CC(=O)NCCSCc1ccco1)S(C)(=O)=O
113,-14,3,4,13,0.7,-0.9,1.1,1.1,CC(C)Sc1nnc(Cn2c(=O)sc3ccccc32)n1-c1ccccc1
56,0,1,-9,-12,0.9,-0.1,1.1,1.1,Cc1ccccc1OCCCN1CCCC1
57,-4,-1,-2,-5,1.8,0.2,0.98,1,Cc1cccc(-c2nnc3sc(-c4ccccc4)nn23)c1
85,27,3,14,14,-0.8,-1.0,1,1.1,O=C(CN1CCN(S(=O)(=O)c2ccc(Br)cc2)CC1)Nc1ccc2c(c1)OCO2
66,28,-108[fluorescence artefact?],50*,48,-0.3,0.7,2*,1.1,Cc1ccc(-c2nc3nc4ccccc4nc3n2Cc2ccco2)cc1
74,5,2,-21,-5,-1.0,-0.4,1.1,1.1,Cc1nnc(NC(=O)c2ccc3c(c2)C(=O)N(CC2CCCO2)C3=O)s1 (configuration not stated)
153,15,-4,16,45,1.1,-1.1,1,0.97,CCn1c(C)nc2cc(C(=O)OC(C(F)(F)C(F)F)C(F)(F)C(F)F)ccc21
79,31*,2,-1,-37,0.4,1.0,1.1,0.98,CC(C)Nc1nc(C#N)nc(NC(C)C)n1
67,3,-81[fluorescence artefact?],-1,nt,0.3,nt,2.5*,1.1,CCOC(=O)N1CCN(C(=O)c2cccn3c(=O)c4sccc4nc23)CC1

Screens from PubChem BioAssay.
